# Screens (PubChem BioAssay)
# Efflux pump mplx – blocks antifungal efflux pumps in multiplex yeast assay | S. cerevisiae Candida pump triplex, Nile Red efflux | inhibition, % at 10 µM | 0.44% of 330,000 active | AID 485275;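 active = plate passing quality check with inhibition over a set limit, or well fluorescence over plate mean plus 4 SD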;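 note: Nile Red retained in pooled yeast measured as flow cytometry median fluorescence; 0% = buffer negative control and 100% = Enniatin B positive control; higher means more Nile Red kept so more efflux inhibition; some compounds called inactive have numbers as strong as hits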
# PP5 inh – PP5 (human) phosphatase inhibition | purified PP5c, OMFP substrate fluorescence | AID 1987 | P53041 | inhibition, % at 6.7 µM | 0.18% of 320,000 active;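 active = inhibition above the campaign's mean inhibition across all tested compounds plus 3 SD, cut at about 9.5% in these data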;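 note: 0% = DMSO only and 100% = 100 µM cantharidin control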
# Target sequence (P53041 whole entry, looked up): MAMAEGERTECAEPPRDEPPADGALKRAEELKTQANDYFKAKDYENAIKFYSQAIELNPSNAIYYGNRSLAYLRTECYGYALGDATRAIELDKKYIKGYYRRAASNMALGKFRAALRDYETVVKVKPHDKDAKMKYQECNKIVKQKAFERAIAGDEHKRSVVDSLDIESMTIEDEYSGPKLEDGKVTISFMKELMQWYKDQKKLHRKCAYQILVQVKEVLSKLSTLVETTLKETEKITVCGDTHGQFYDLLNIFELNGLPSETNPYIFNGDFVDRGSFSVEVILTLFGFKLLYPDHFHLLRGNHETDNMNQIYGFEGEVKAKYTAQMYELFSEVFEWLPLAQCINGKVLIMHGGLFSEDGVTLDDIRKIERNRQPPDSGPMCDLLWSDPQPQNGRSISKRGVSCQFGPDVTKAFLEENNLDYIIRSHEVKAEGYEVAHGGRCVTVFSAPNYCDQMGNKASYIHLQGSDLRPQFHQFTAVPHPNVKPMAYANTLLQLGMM
# HCV core dimer – HCV core protein dimerization inhibition; TR-FRET GST/Flag-core106 dimerization, 1536-well; inhibition, % at 5 µM; 0.33% of 300,000 active; AID 1899;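 active = inhibition above the mean of all tested compounds plus 3 SD, set per screening campaign, cut at about 45% in these data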
#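 Test system: GST/Flag-tagged HCV core106 proteins; Medium: KF-containing HEPES buffer, pH 7.45, DTT, CHAPS, BSA; Times: compound-protein-antibody incubation 4 h at 22.5 °C; Detection: TR-FRET 671 and 617 nm emission; Benchmarks: wells lacking GST-core106 and wells with excess unlabelled core106.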
# EBNA-1 inh – blocks EBNA-1 binding to DNA. EBNA-1 DNA binding, fluorescence polarization. inhibition, % at 14.8 µM. 0.34% of 300,000 active. AID 1950; in the data active = inhibition above about 28%
# CTSL1 counter – blocks F. hepatica cathepsin L1 in PFM18AAP counter-screen; recombinant F. hepatica cathepsin L1, Z-Leu-Arg-MCA fluorescence; AID 1906; 0.49% of 300,000 active; inhibition, % at 5.96 µM;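 active = inhibition above the mean of all tested compounds plus 3 SD, set per screening campaign, cut at about 17% in these data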;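 note: 0% = plate median of test compound wells and 100% = 1 µM Z-Phe-Ala-diazomethylketone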
# TPT1 inhibitor – inhibitors of Candida albicans tRNA 2'-phosphotransferase TPT1. recombinant caTPT1, FP RNA substrate dephosphorylation. 0.81% of 300,000 active. inhibition, % at 5 µM;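 active = inhibition above the mean of all tested compounds plus 3 SD, set per screening campaign, cut at about 24% in these data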;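 note: plate controls were DMSO alone for no effect and ferristatin control at 100 nM for full effect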
# PREPL inh – inhibitors of human prolyl oligopeptidase-like enzyme PREPL; 0.68% of 320,000 active; recombinant PREPL, fluorescence polarization activity-based probe; inhibition, % at 5.96 µM; Q4J6C6; in the data active = inhibition above about 43%;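 note: 0% = enzyme with DMSO and 100% = wells lacking enzyme; many of its hits are not listed in these tables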
# PP1 counter – counter-screen for PP5 inhibitors: inhibitors of human PP1-alpha. inhibition, % at 6.7 µM. 0.9% of 320,000 active. purified PP1alpha, OMFP fluorescence. P62136;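 active = inhibition above the mean inhibition of all tested compounds plus 3 SD, computed separately for each screening campaign, cut at about 15% in these data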
# Target sequence (P62136 whole entry, looked up): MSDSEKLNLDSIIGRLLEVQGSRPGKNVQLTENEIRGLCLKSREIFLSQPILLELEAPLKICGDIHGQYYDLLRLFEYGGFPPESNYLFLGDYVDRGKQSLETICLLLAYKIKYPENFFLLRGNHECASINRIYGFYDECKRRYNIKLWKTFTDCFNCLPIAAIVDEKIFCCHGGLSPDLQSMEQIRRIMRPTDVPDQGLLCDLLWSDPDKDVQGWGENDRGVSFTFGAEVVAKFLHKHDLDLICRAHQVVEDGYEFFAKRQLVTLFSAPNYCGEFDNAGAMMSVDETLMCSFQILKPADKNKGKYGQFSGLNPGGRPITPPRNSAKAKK
# ZTA DNA inh – ZTA (EBV) inhibition in EBNA-1 counter-screen | P03206 | ZTA-DNA binding, fluorescence polarization | inhibition, % at 11 µM | 0.15% of 320,000 active; in the data active = inhibition above about 33%
# * marks the source's active call; other numbers are inactive results; . = not tested or not shown. This is a subset; rates above refer to the full screens.
SMILES,Efflux pump mplx,PP5 inh,HCV core dimer,EBNA-1 inh,CTSL1 counter,TPT1 inhibitor,PREPL inh,PP1 counter,ZTA DNA inh
O=C(Nc1ccncc1)C1CCN(S(=O)(=O)c2c(Cl)cccc2Cl)CC1,0.1,1.0,4,8,-2,5,-11,-3,2
CCC(=O)Nc1cc(-c2cc3ccccc3oc2=O)ccc1OC,0.1,-1.1,-6,-2,-1,4,9,0,-21
CCOc1ccccc1NC(=O)NNC(=O)COc1cccc(C)c1C,-0.1,-1.6,-11,-2,-2,2,19,3,0
Cc1cc(OCC(=O)N2CCN(c3cccc(Cl)c3)CC2)c2c(C)c(C)c(=O)oc2c1,-0.3,0.2,18,-7,3,-2,4,0,10
COc1ccccc1-c1coc2c(CN3CCCCC3C)c(O)ccc2c1=O (centres undefined),-0.2,1.9,-15,-7,0,-3,22,-2,-6
O=C(Cc1cccc2ccccc12)Nc1ccc(N2CCOCC2)cc1,0.2,0.6,0,-12,-3,3,28,3,-1
CCC(=O)c1ccc(SC(=O)N(C)C)cc1O,-0.1,1.1,5,-17,1,-1,-3,-4,-1
COc1ccc(NC(=O)Nc2ccc(N3CCOCC3)c3nonc23)c(OC)c1,-0.1,-1.1,-12,-2,-2,-9,-3,-3,-9
CN(C(=O)CS(=O)(=O)c1cccc(Cl)c1)c1ccccc1,0.3,1.5,-1,-3,-1,-3,16,0,6
COc1cccc(CN2CCNC(=O)C2CC(=O)NC2CCCCCCC2)c1 (centres undefined),0.3,2.8,-5,-15,4,0,21,6,-8
COc1ccc(OCc2cc(=O)[nH]c3ccccc23)cc1,-0.2,-1.3,0,6,4,-1,14,1,-6
COc1ccc(N2CCN(Cc3cc(=O)oc4ccc(C)cc34)CC2)cc1,0.1,-0.1,4,-12,-3,-1,12,4,-2
COCCCNC(=O)CSC1=Nc2ccccc2C2=NC(c3ccccc3)C(=O)N12 (centres undefined),-0.3,0.9,-5,-13,5,0,6,2,-18
O=C(CCC(=O)c1cccs1)NCc1ccc(Cl)cc1,0.2,1.3,11,3,1,-1,-13,0,5
CCOc1cc(C(=O)Nc2ccc(N3CCN(C(C)=O)CC3)cc2)cc(OCC)c1OCC,0.0,3.2,-15,-10,-3,-6,4,3,-14
COc1cccc(CNC(=O)CCC2CCCN(C(=O)CCc3c(C)noc3C)C2)c1 (centres undefined),0.0,2.5,-1,-3,4,-4,13,-7,-5
COC(=O)c1ccccc1C(=O)N1CCCC(CCC(=O)NCc2ccc(F)c(F)c2)C1 (centres undefined),0.1,-0.5,-1,-3,2,1,1,-3,3
O=C(CSc1nc2ccccc2c(=O)n1-c1ccc(F)cc1)Nc1ccc(C(=O)O)cc1,-0.2,-5.7,-10,-7,6,-2,6,12,-16
Nn1c(SCC(=O)Nc2ccccc2)nnc(Cc2ccccc2)c1=O,-0.3,-1.1,0,6,7,-4,3,-5,18
CC(=O)Nc1ccc(S(=O)(=O)Nc2ccc(Nc3ccccc3)cc2)cc1,-0.1,0.8,-9,2,-4,0,15,-3,7
CC(=O)Nc1ccc(NC(=O)CSc2nnc(CC(C)O)n2-c2ccccc2)cc1 (centres undefined),-0.1,0.4,-9,0,-7,-1,-3,0,-13
O=[N+]([O-])c1ccc(CN2C=NS(=O)(=O)c3ccccc32)cc1,0.1,0.1,3,0,2,2,4,-6,7
COc1ccc(OC)c(NC(=O)c2nnn(CCc3ccccc3)c2N)c1,0.0,4.2,-6,9,3,1,22,-1,9
COc1ccc(Cn2c(O)c(C=Nc3ccc(O)cc3)c3ccccc3c2=O)cc1,-0.2,1.7,7,14,3,1,26,8,-8
CCC1CCCCN1C(=O)CSc1nc2ccsc2c(=O)n1Cc1ccccc1 (centres undefined),0.0,0.0,6,-4,1,-4,-2,4,-2
CN1C2CCC1CC(NC(=O)c1cccc(C(F)(F)F)c1)C2 (centres undefined),-0.2,-4.9,3,5,4,0,4,-3,4
COc1ccc(C)cc1Nc1n[n+](C)c(-c2ccc(O)cc2O)s1,-0.2,-0.5,-16,-2,0,-4,2,0,-17
CCCC(=O)N1c2ccccc2C(=C2SC(C(=O)OC)=C(C(=O)OC)S2)C(=S)C1(C)C,0.1,-0.9,0,-1,-1,-1,0,-2,-7
CCOC(=O)CSc1ccc2nnc(-c3cccs3)n2n1,0.0,3.8,-1,7,4,1,6,1,-1
O=C(NCCCN1CCOCC1)c1cc2c(s1)CCC2,-0.1,-1.8,-3,3,4,-2,17,-3,-6
CCOC(=O)C1C(=O)C=C(Nc2ccccc2F)CC1c1ccccc1 (centres undefined),-0.3,1.2,5,4,-1,-2,6,0,-3
CCOC(=O)C1CCCN(c2nc3ccccc3nc2C(C#N)C(=O)OC(C)COC)C1 (centres undefined),0.2,3.5,1,-5,-3,4,-8,1,-8
O=C(CCc1c[nH]c2ccccc12)N1CCN(c2ccc(F)cc2)CC1,0.1,-1.4,-2,-23,-2,1,8,-3,-13
COC(=O)c1ccc(Cl)c(NC(=O)CN2CCN(Cc3ccccc3)CC2)c1,-0.1,1.2,0,1,1,-2,-8,1,-1
O=C(Cn1nc(-c2ccc(N3CCOCC3)c([N+](=O)[O-])c2)c2ccccc2c1=O)N1CCCCC1,0.1,4.2,0,6,-1,1,9,-2,-5
CC(C)C[C@H](NC(=O)c1nc[nH]c1C(=O)N[C@@H](CCCCNC(=O)OC(C)(C)C)C(=O)OC(C)(C)C)C(=O)OCc1ccccc1,0.1,11*,-13,6,11,-5,11,13,-12
CCOc1ccccc1NC(=S)NC(=O)C1CC1,0.1,0.7,3,-1,2,0,-4,3,3
O=[N+]([O-])c1cc(-c2ccn[nH]2)ccc1Cl,0.1,1.5,0,0,-2,-5,-6,-3,-3
O=C(C1CCCCN1S(=O)(=O)c1ccccc1)N1CCN(Cc2ccccc2)CC1 (centres undefined),0.0,2.5,-1,3,6,1,13,-4,-7
O=c1[nH]c(CNCc2cccnc2)nc2ccccc12,-0.1,-1.4,-1,-4,4,-1,1,-4,13
COc1cc(/C=N/NC(=S)NCCN2CCOCC2)cc(OC)c1O,0.1,4.8,-6,9,1,0,2,0,8
CCc1cc2cccc(C)c2nc1SCC(=O)NC1CCCC1,0.8,2.0,-2,-11,-4,-2,5,3,-2
CC(C)C1N(c2ccccc2)C(N)=C(C#N)C1(C#N)C#N (centres undefined),0.0,-1.1,-2,1,-1,0,5,-2,-13
CCCCCCC(=O)N/N=C(\C)Cc1ccccc1,0.3,0.2,5,-2,3,-4,-4,-1,10
COc1ccc(CN(Cc2cc3cccc(C)c3n3nnnc23)C(=O)N2CCOCC2)cc1,0.1,0.0,4,-3,3,-2,-1,0,1
O=C(COC(=O)C1CCN(/C=C/C(=O)C(F)(F)F)CC1)Nc1cccc(F)c1,0.0,-0.2,-7,10,4,-3,9,-2,9
O=C1C(=C(c2ccccc2)c2ccccc2)Nc2ccccc21,0.0,3.5,-16,5,5,3,3,-1,8
Cc1ccc(OCC(O)CN2CCc3ccccc3C2)c(C)c1 (centres undefined),0.1,1.7,-8,-2,-4,-3,3,1,6
O=C(CCCN1C(=O)c2ccccc2C1=O)OC1CSCC1NC(=O)c1ccccc1 (centres undefined),0.0,0.6,0,12,-17,0,14,-3,-1
COc1ccc(CCNC(=O)C2CC(=O)N(CCc3ccc(C)cc3)C2)cc1OC (centres undefined),0.0,-0.8,1,11,-8,-1,-2,-3,12
O=C(C1=C(O)C(=O)N(Cc2ccco2)C1c1cccc(Cl)c1)c1ccco1 (centres undefined),-0.3,-0.5,12,-4,1,1,1,15,-5
O=C(C(Cc1ccccc1)N1C(=O)c2ccccc2C1=O)N1c2ccccc2CCc2ccccc21 (centres undefined),0.2,-4.9,10,-1,-1,4,2,1,9
CCCCN(C)Cc1c(C)[nH]c2c(ccc3ccccc32)c1=O,0.1,3.1,5,-6,1,0,8,3,2
C=CCSc1nnc(NC(=O)CSc2ccccn2)s1,0.0,-0.3,-3,-6,-2,-2,-13,-4,-9
CN(C)CC(C)(C)CNC(=S)NCc1ccc2c(c1)OCO2,0.1,2.1,-3,6,-2,0,34,0,2
Cc1ccc(S(=O)(=O)N2CCCN(C(=O)CNC(=O)c3cccc(C)c3)CC2)cc1,0.0,-0.1,.,.,.,.,6,0,-1
Nc1nccnc1C(=O)OCC(=O)N1CCN(S(=O)(=O)c2ccc(Cl)cc2)CC1,0.0,-2.1,3,-5,-5,-2,-1,1,-8
CC(=C1C(=O)c2ccccc2C1=O)N1CCC(C(N)=O)(N2CCCCC2)CC1,-0.2,0.6,1,6,0,-5,6,-5,22
Cc1ccc(CN2C(=O)C(C)Oc3ccccc32)cc1 (centres undefined),0.1,2.6,0,-4,-2,-2,-6,-4,-3

# 13 of these compounds in another layout.
Molecule	Efflux pump mplx	PP5 inh	HCV core dimer	EBNA-1 inh	CTSL1 counter	TPT1 inhibitor	PREPL inh	PP1 counter	ZTA DNA inh
O=C1C(=C(c2ccccc2)c2ccccc2)Nc2ccccc21	0.0	3.5	-16	5	5	3	3	-1	8
Cc1ccc(OCC(O)CN2CCc3ccccc3C2)c(C)c1 (centres undefined)	0.1	1.7	-8	-2	-4	-3	3	1	6
O=C(CCCN1C(=O)c2ccccc2C1=O)OC1CSCC1NC(=O)c1ccccc1 (centres undefined)	0.0	0.6	0	12	-17	0	14	-3	-1
COc1ccc(CCNC(=O)C2CC(=O)N(CCc3ccc(C)cc3)C2)cc1OC (centres undefined)	0.0	-0.8	1	11	-8	-1	-2	-3	12
O=C(C1=C(O)C(=O)N(Cc2ccco2)C1c1cccc(Cl)c1)c1ccco1 (centres undefined)	-0.3	-0.5	12	-4	1	1	1	15	-5
O=C(C(Cc1ccccc1)N1C(=O)c2ccccc2C1=O)N1c2ccccc2CCc2ccccc21 (centres undefined)	0.2	-4.9	10	-1	-1	4	2	1	9
CCCCN(C)Cc1c(C)[nH]c2c(ccc3ccccc32)c1=O	0.1	3.1	5	-6	1	0	8	3	2
C=CCSc1nnc(NC(=O)CSc2ccccn2)s1	0.0	-0.3	-3	-6	-2	-2	-13	-4	-9
CN(C)CC(C)(C)CNC(=S)NCc1ccc2c(c1)OCO2	0.1	2.1	-3	6	-2	0	34	0	2
Cc1ccc(S(=O)(=O)N2CCCN(C(=O)CNC(=O)c3cccc(C)c3)CC2)cc1	0.0	-0.1	.	.	.	.	6	0	-1
Nc1nccnc1C(=O)OCC(=O)N1CCN(S(=O)(=O)c2ccc(Cl)cc2)CC1	0.0	-2.1	3	-5	-5	-2	-1	1	-8
CC(=C1C(=O)c2ccccc2C1=O)N1CCC(C(N)=O)(N2CCCCC2)CC1	-0.2	0.6	1	6	0	-5	6	-5	22
Cc1ccc(CN2C(=O)C(C)Oc3ccccc32)cc1 (centres undefined)	0.1	2.6	0	-4	-2	-2	-6	-4	-3
